Assay outcomes as filed in PubChem BioAssay.
TNAP act hi DEA = increases human TNAP activity under high phosphate acceptor concentration | 200,000 tested, under 10 active | purified TNAP, CDP-star luminescence, 1 M DEA, 30 min; hits give high values; 0 = EDTA background, 1 = DMSO-only activity | AID 1136 | activation factor at 20 µM | P05186;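 active = activation factor at least 2 at 20 µM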
Target sequence (P05186 whole entry, looked up): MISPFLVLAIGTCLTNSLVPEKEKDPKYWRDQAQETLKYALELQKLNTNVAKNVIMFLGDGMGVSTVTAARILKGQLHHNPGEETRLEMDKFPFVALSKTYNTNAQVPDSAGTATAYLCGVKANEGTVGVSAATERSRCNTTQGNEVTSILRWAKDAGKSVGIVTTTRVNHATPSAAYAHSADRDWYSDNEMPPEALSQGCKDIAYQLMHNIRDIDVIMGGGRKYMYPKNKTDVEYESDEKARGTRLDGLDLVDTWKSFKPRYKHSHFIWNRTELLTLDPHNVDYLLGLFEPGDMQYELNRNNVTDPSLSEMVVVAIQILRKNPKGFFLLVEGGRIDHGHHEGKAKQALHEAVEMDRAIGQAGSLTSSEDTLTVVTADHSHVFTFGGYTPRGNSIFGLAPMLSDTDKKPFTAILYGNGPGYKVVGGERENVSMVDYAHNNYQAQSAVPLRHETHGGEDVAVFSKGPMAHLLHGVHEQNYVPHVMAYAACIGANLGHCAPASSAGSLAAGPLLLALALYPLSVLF
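Assay system: human TNAP; Input: enzyme diluted 1/800 final; Reagent: CDP-star luminogenic substrate at 100 µM final; Timing: 30 min, room temperature; Signal: luminescence; Evaluation: TNAP activation factor scaled between EDTA and DMSO control wells.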
TNAP inh noacc = inhibitors of human TNAP without phosphate acceptor. hit rate 0.26% among 200,000. AID 1012. P05186. purified TNAP, CDP-star luminescence, 30 min. inhibition, % at 20 µM;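 active = tissue-nonspecific alkaline phosphatase inhibition above about 50% at 20 µM in the single-dose screen, limit read from the data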;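 note: 0% = DMSO negative control and 100% = EDTA positive control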
L major viab = reduces viability of Leishmania major promastigotes. resazurin fluorescence viability. inhibition, % at 10 µM. hit rate 9% among 200,000; in the data active = inhibition above about 50%;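 note: promastigotes grown with compound for 44 hours at 28 °C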
bIAP act = intestinal alkaline phosphatase (bovine) activation; purified bovine IAP, CDP-star luminescence, 30 min; hits give high values; fold of DMSO-control signal, blank-subtracted; activation factor at 20 µM; hit rate 0.17% among 200,000; AID 1016;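 active = activation factor of 2 or more at 20 µM, a signal rise over negative controls twice the positive control's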
RAM network inh = inhibitors of the yeast RAM network; hit rate 1.8% among 190,000; inhibition, % at 50 µM; S. cerevisiae dse1pr::URA3 reporter, 5-FOA growth OD615, 2 d; analog-sensitive cbk1-as2 kinase mutant strain;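 active = inhibition above a set limit, 3 SD over mean compound inhibition, cut at about 8.4% in these data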;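 note: 0% = DMSO-only wells with no growth and 100% = 10 µM 1-NA-PP1 full growth; inhibition rescues growth on 5-FOA so higher OD means more RAM inhibition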
TNAP inh hi DEA = TNAP (human) inhibition, high acceptor; P05186; purified TNAP, CDP-star luminescence, 1 M DEA; inhibition, % at 20 µM; hit rate 0.03% among 200,000;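 active = over 50% inhibition of tissue-nonspecific alkaline phosphatase at 20 µM in the single-dose screen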;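 note: plate controls were DMSO wells for no effect and EDTA-quenched wells as full inhibition for full effect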
bIAP inh = intestinal alkaline phosphatase (bovine) inhibition. AID 1019. inhibition, % at 20 µM. purified bovine IAP, CDP-star luminescence, 30 min. 190,000 tested, under 10 active;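 active = over 50% inhibition of intestinal alkaline phosphatase at 20 µM in the single-dose screen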
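System: Purified bovine intestinal alkaline phosphatase (IAP) enzyme | Input: IAP diluted 1/65,000,000 in the well | Also added: CDP-star chemiluminescent phosphatase substrate, 30 µM final | Dosing: 20 µM single dose | Times: Enzyme reaction for 30 min at room temperature | Detection: Luminescence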
APP 5UTR inh = APP translation inhibition. SH-SY5Y APP 5'UTR-luciferase reporter, luminescence. inhibition, % at 2 µM. hit rate 0.82% among 190,000;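 active = inhibition above a set limit, derived from the sample mean plus 3 SD, cut at about 45% in these data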; note: values of inactives mirror those of a sister screen read the other way
FLuc act counter = firefly luciferase counter-screen for stimulation assays; AID 1027; 200,000 tested, under 10 active; P08659; activation factor at 10 µM; ATPlite luciferase biochemical, luminescence, 10 min; 0 = ATP-free wells, 1 = DMSO control;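 active = luciferase activation factor, scaled between plate controls, of at least 2 with compound at 10 µM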
Target sequence (P08659 whole entry, looked up): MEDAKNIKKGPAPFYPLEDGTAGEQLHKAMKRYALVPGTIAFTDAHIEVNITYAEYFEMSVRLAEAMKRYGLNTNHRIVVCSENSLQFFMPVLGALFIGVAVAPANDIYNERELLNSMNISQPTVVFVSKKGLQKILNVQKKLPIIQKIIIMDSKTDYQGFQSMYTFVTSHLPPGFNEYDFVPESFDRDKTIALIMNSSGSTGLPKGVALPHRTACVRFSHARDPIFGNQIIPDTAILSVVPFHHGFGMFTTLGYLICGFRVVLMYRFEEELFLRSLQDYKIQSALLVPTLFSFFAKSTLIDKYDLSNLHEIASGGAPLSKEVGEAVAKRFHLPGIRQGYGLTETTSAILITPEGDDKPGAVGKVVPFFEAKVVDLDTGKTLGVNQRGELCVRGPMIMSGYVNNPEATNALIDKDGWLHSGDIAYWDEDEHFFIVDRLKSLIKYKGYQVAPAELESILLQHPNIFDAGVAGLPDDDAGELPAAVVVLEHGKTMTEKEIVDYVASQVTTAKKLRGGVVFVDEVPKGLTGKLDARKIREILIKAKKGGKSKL
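Material: Luciferase/luciferin reagent mix; Doses: test compounds dosed from 2 mM stocks in 100% DMSO; Schedule: 10 min incubation after luciferase reagent addition, room temperature; Measured by: luminescence from luciferase reaction; Read-out: luminescence gain marking luciferase activators.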
FLuc inhib CS = counter-screen for luciferase assay inhibitors: firefly luciferase inhibition | P08659 | ATPLite firefly luciferase biochemical luminescence, 10 min | inhibition, % at 10 µM | hit rate 1.5% among 200,000 | AID 1006;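 active = inhibition above about 50% when tested at 10 µM, limit read from the data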
* marks the source's active call; other numbers are inactive results; · = no result given. Hits appear at their usual frequency; overall some 13% were active at least once.

SMILES	TNAP act hi DEA	TNAP inh noacc	L major viab	bIAP act	RAM network inh	TNAP inh hi DEA	bIAP inh	APP 5UTR inh	FLuc act counter	FLuc inhib CS
CCN(CC)CCCNC(=O)c1cc2c(Cl)nc3ccccc3c2s1	1	3	98*	1	3.2	-2	-2	-7	1.1	-5
C/C(CC1(O)C(=O)Nc2ccccc21)=N\O (stereo not given)	1	-11	-1	1	1.0	-3	2	-17	1	-4
NC(=S)N/N=C/c1ccc2ccccc2c1	1	-16	9	1.1	4.2	-1	-9	1	0.9	5
Cc1ccc(C(=O)NCC(=O)OCC(=O)Nc2ccccc2C#N)s1	1	-20	-3	0.8	0.4	-3	18	11	1.1	-6
CC(=O)NCC(=O)OCC(=O)c1ccc(Cl)cc1	1	-11	-10	1.1	0.5	0	-11	-8	1	1
Oc1ccccc1C1=Nc2nc3ccccc3n2C(c2ccccc2)C1 (stereo not given)	1	2	91*	0.9	0.8	1	12	-127	0.8	24
O=C(Nc1ccc2c(c1)OCO2)C1CCN(S(=O)(=O)Cc2ccccc2)CC1	1.1	-9	-4	0.9	2.8	-6	6	-5	1.1	-6
CCOc1ccc(/C=N/N(C)c2ccccc2)cc1OC	1	-10	6	0.9	0.8	-4	9	-88	0.7	25
O=C1C[C@@H](c2ccc(O[C@@H]3O[C@H](CO)[C@@H](O)[C@H](O)[C@H]3O)cc2)Oc2cc(O)ccc21	1	-3	8	1	0.8	-4	4	-7	1	-1
CC(=O)Nc1ccc(S(=O)(=O)NNC(=O)c2cc3c4ccccc4n(C)c3s2)cc1	1	-10	-18	1	7.6	-1	4	0	1.1	-7
CCN(Cc1ccncc1)Cc1c(O)ccc2cc(Br)ccc12	1	-11	-2	1	0.3	0	4	-18	1	-5
Cc1ccc(/C=N\NC(=O)c2cc(OCC(F)(F)F)ccc2OCC(F)(F)F)cc1	0.9	-1	-1	1	3.2	6	2	·	1	1
CC(=O)Nc1c(O)nc(SCc2ccccc2C#N)[nH]c1=O	1	-6	18	0.9	-0.1	-2	10	1	1.1	-11
O=C(c1ccc(Cl)cc1)N1CCCOC1	1	-12	-5	0.9	-0.2	-3	8	5	1.1	-7
O=C(CCC1CCCN(C(=O)c2ccc3c(c2)OCO3)C1)N1CCN(c2ccccn2)CC1 (stereo not given)	1	-5	-4	1.1	1.9	-5	-6	-3	1	-1
CS(=O)(=O)Nc1ccc2c3c(cccc13)CC2	1.1	-10	5	1	·	-6	2	1	1.1	-5
CCNC(=O)NC(=O)C(C)OC(=O)c1cccn1C (stereo not given)	1	-3	3	1.1	-0.2	-3	-7	16	1	0
CS(=O)(=O)c1ccc(Cl)c(NC(=O)COC(=O)c2c(Cl)cccc2Cl)c1	1	-7	18	0.9	2.9	-4	14	2	1	-3
CC(C)CC(=O)/C=C/n1c(=S)oc2ccccc21	1	7	9	0.7	1.9	-4	29	43	0.6	37
CCCC(c1nnnn1C(C)(C)C)N1CCN(Cc2ccccc2)CC1 (stereo not given)	1	-1	-6	1.1	-0.2	-3	-14	2	1	-2
O=C(CSc1nc2c(c(=O)n1-c1ccc(F)cc1)SCC2)N1CCCC1	1	2	-1	1	1.2	-2	-3	9	1.1	-7
c1ccc(-c2nn3c(Cn4nnc5ccccc54)nnc3s2)nc1	1	-8	3	1	0.1	-1	4	-27	1	-4
COc1cc(OC)cc(C(=O)NCC(=O)OCc2nc3ccccc3s2)c1	1	3	0	1.2	0.9	0	-20	-140	0.8	21
Cc1cccnc1NC(=O)Cn1nc(C)c([N+](=O)[O-])c1C	1.1	-9	-5	0.8	-0.3	-12	17	7	1.1	-8
COc1ccc(CCN2C(=O)CCC2(C)C(=O)NCc2cccnc2)cc1OC (stereo not given)	1	-6	-8	1	0.7	0	-4	14	1	0
Cc1ccc(C)c(N2CCN(c3nc4ccccc4c(=O)n3Cc3ccccc3)CC2)c1	1.1	10	12	0.9	3.8	-11	14	8	1	-4
CCOC(=O)CCN(Cc1cccs1)S(=O)(=O)c1ccc(F)cc1	1	-10	8	0.9	1.0	-1	8	-3	1.1	-5
O=C1CSc2ccc(C(=O)Nc3cccc(S(=O)(=O)Nc4ccc(Br)cc4)c3)cc2N1	1	-7	3	1	6.7	-2	0	7	1	-3
CCC1=C/C(=C/c2sc3ccccc3[n+]2CC)CC(C)(C)C1	1	0	99*	0.9	4.5	3	13	-17	1.1	-9
COc1ccc(CC(=O)NCc2nnc(SCC(=O)Nc3nccs3)n2-c2ccccc2)cc1	1	-7	-1	1	3.6	-4	5	-22	1.1	-5

Sorted by count of non-hydrogen atoms (highest first): some entries from above.
SMILES	TNAP act hi DEA	TNAP inh noacc	L major viab	bIAP act	RAM network inh	TNAP inh hi DEA	bIAP inh	APP 5UTR inh	FLuc act counter	FLuc inhib CS
COc1cc(OC)cc(C(=O)NCC(=O)OCc2nc3ccccc3s2)c1	1	3	0	1.2	0.9	0	-20	-140	0.8	21
CCCC(c1nnnn1C(C)(C)C)N1CCN(Cc2ccccc2)CC1 (stereo not given)	1	-1	-6	1.1	-0.2	-3	-14	2	1	-2
CCOC(=O)CCN(Cc1cccs1)S(=O)(=O)c1ccc(F)cc1	1	-10	8	0.9	1.0	-1	8	-3	1.1	-5

Next structures follow:
SMILES	TNAP act hi DEA	TNAP inh noacc	L major viab	bIAP act	RAM network inh	TNAP inh hi DEA	bIAP inh	APP 5UTR inh	FLuc act counter	FLuc inhib CS
COCCN(CC(=O)NCc1ccccc1)C(=O)CCC(=O)Nc1nccs1	1.1	-15	1	1	0.0	-7	1	-4	1.1	-6
COCCn1nnnc1C(c1cccs1)N1CCN(c2cccc(C(F)(F)F)c2)CC1 (stereo not given)	1	-8	2	1	1.7	-4	-1	·	1.1	-6
Cc1ccc(C(=O)Nc2cccc(N(C)S(C)(=O)=O)c2)cc1S(=O)(=O)Nc1ccccc1	1	-12	75*	1	1.6	-4	3	-6	1	-4
CCCCOc1ccc(/C(O)=C2/C(=O)C(=O)N(CCCOC)C2c2ccncc2)cc1C (stereo not given)	1	-4	-8	1	-0.4	1	0	14	1	-2
Nc1ccc(Cc2ccccn2)cc1	1	-7	-8	1	0.9	-1	0	13	1	-1
COc1cccc(NC(=O)NC(C)C2CC3CCC2C3)c1 (stereo not given)	1.1	-49	18	1.1	3.6	-6	-9	3	1.1	-6
O=C(c1ccccn1)N1N=C2/C(=C/c3ccccc3)CCCC2C1c1ccccc1 (stereo not given)	1	16	94*	1	2.3	-1	0	-12	1	-1
Cc1ccccc1NC(=O)C1C2CC/C=C\CCC21 (stereo not given)	1.1	-1	0	1	3.4	-7	4	5	1	-3
CNC(=S)NNc1nncc2ccccc12	1	-86	-4	1.3	0.4	1	-29	12	1	-2
CN(C)c1ccc(/C=N\NC(=O)c2ccc(Cn3cc(Cl)cn3)cc2)cc1	1	-9	-4	0.9	3.1	-3	10	7	1	-1
O=C(Nc1nnc(-c2ccccc2F)s1)C1CCN(S(=O)(=O)c2ccc(Cl)cc2)CC1	1	-10	6	0.9	5.2	-4	5	10	1	-3
CCOc1ccc(CC(=O)NNC(=S)NC2CCCCC2)cc1OCC	1	-182	-5	0.9	0.2	0	6	·	1	-5
Cc1c(-c2ccc(Br)cc2)nc2ccccn12	1	-20	27	1.1	0.5	-2	-9	-129	0.5	46
Cc1nc2ccc(NC(=O)c3cccs3)cc2c(=O)n1Cc1ccc(Cl)cc1	1	-3	16	0.9	3.2	0	5	19	1	-2
O=C(c1ccccc1NS(=O)(=O)c1cccc2cccnc12)N1CCOCC1	1	-16	-6	1.2	3.5	-4	-21	6	1	0
CCC1(CC)Cc2ccccc2C(Nc2c(C)n(C)n(-c3ccccc3)c2=O)=N1	1	-5	4	1.2	1.8	-4	-21	4	1	-5
Cc1cc2nnc(SCC(=O)N(C)C3CCS(=O)(=O)C3)n2c2ccccc12 (stereo not given)	1	5	4	0.9	2.7	-2	6	-12	1.1	-11
COc1ccc(OC)c(C(=O)CSc2nnc(-c3cccs3)o2)c1	1	1	-6	0.9	2.5	-2	14	2	1.1	-10
N#CC(C#N)=C1C=C2C=C(N3CCCCCC3)CCC2CC1 (stereo not given)	0.5	6	12	1	3.2	45	-4	10	1.1	-6
Cc1ccccc1C(=O)OCCN(C)Cc1ccccc1	1	-13	3	1	1.2	0	-4	6	1	-4
C=CCn1c(SCc2nc3cc(C(=O)OC)ccc3c(=O)[nH]2)nc2sc(CC)cc2c1=O	1	-6	59*	1	0.9	2	3	-21	1	1
CC/C(=N/NS(=O)(=O)c1ccc(Cl)cc1)c1ccc(O)cc1	1	-23	30	0.9	1.6	-3	7	-12	1	-5
Cc1ccccc1-c1nn(-c2ccc(F)cc2F)cc1CNCCCO	1.1	-8	0	1	0.8	-8	5	13	1.1	-7
Cc1ccc(C(=O)OCc2nnc(-c3ccc(Br)cc3)o2)cc1	1	-6	-9	1.1	6.1	2	-12	8	1	-2
Cc1c(N2C(=O)CS/C2=N\N=C\c2ccccc2O)c(=O)n(-c2ccccc2)n1C	1.1	-22	-3	1.1	0.7	-5	-13	9	1	0
CCOc1ccc(Nc2nc3c(c(=O)[nH]2)CCCC3)cc1	1	-8	-1	0.9	3.4	-4	15	5	1.1	-5
CC1CC(=O)c2cnc(N3CCOCC3)nc2C1 (stereo not given)	1	2	-5	0.9	1.4	2	6	4	1.1	-6
CCCCC(=NCCO)C1=C(O)C(C(=O)OC)C(C)(C)CC1=O (stereo not given)	1	11	7	0.9	0.1	-2	6	-2	1.1	-7
CCO[C@H]1OC(C(=O)N2CCOCC2)=C[C@@H](c2ccc(Br)cc2)[C@@H]1CCCO	1.1	-7	-4	1.1	-0.1	-8	-8	6	1.1	-7
Cc1nn(CC(=O)Nc2nccs2)c(C)c1[N+](=O)[O-]	1	-13	-6	1	1.8	-2	-4	18	1	-1
O=C(O)COc1nsnc1N1CCOCC1	1	-13	-5	1	1.7	-4	-2	11	1	-3
Brc1cccc(-c2cnc3n2CCCCC3)c1	1.1	1	12	1	-0.2	-7	1	7	1	1
CC1CCCN(c2ccc(C(=O)OCn3nnc4ccccc4c3=O)cc2[N+](=O)[O-])C1 (stereo not given)	0.9	-6	4	0.9	3.1	6	12	6	1	0
O=C(Nc1ccc(-c2nnc3n2CCCCC3)cc1)c1cnccn1	1	-2	-4	1	-0.2	-1	5	-7	1	-4
Cc1cc(Nc2cccc(C(F)(F)F)c2)n2nc(C)nc2n1	1	1	-5	1	0.4	-1	-3	-15	1	-3
CCSc1nc(N2CCOCC2)c2c(c1C#N)CCCC2	1.1	-12	-5	0.9	6.9	-10	14	-4	1.1	-8
Cc1cc(NC(=O)CSCc2nc(-c3cccc(Cl)c3)oc2C)no1	1.1	-10	-10	0.8	2.7	-5	21	-20	1	-4
Cc1ccc(CNC(=O)C23CN(Cc4ccccc4)CC2C(c2ccc([N+](=O)[O-])cc2)=NO3)o1 (stereo not given)	1.1	-2	40	1	-0.4	-9	5	1	1.1	-6
O=C(NC1(C(F)(F)F)NC(=O)N(CCc2ccccc2)C1=O)C1CC1 (stereo not given)	1	-10	-5	1	1.5	-5	5	-22	1.1	-7
O=C(O)c1sc2cc(C(F)(F)F)cnc2c1-c1ccccn1	1	-9	-7	1	1.2	-3	2	-5	1.1	-8
